proKLK7 act: activators of human kallikrein-7 zymogen; P49862; purified proKLK7, EDANS-DABCYL substrate fluorescence; 100% is mature enzyme control, 0% vehicle; activation, % at 7 µM; actives 0.9% (n = 370,000);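 active = activation above the mean of all tested compounds plus 3 SD, computed per campaign excluding outliers beyond control limits, cut at about 13% in these data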
Target sequence (P49862 whole entry, looked up): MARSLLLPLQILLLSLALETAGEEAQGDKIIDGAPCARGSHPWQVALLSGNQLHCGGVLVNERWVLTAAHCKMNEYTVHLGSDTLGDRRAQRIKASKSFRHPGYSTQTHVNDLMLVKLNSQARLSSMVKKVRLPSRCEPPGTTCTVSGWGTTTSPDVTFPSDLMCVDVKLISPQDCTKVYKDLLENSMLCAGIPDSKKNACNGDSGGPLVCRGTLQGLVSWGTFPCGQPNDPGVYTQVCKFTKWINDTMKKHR
sPLA2-III inh: Inhibits HGIII-sPLA2 liposome hydrolysis, primary screen | Q9NZ20 | QFRET BODIPY PC-A2 liposome hydrolysis, fluorescence | inhibition, % at 12.2 µM | actives 0.56% (n = 370,000) | AID 743126;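 active = inhibition above mean plus 3 SD of compounds lying within the high and low control bounds, cut at about 19% in these data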;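 also: 0% = median of test compound wells and 100% = no enzyme DMSO wells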
PLC-gamma1 inh: PLC-gamma1 (human) inhibition, primary screen; actives 0.84% (n = 370,000); P19174; purified PLC-gamma1, fluorogenic substrate, fluorescence; inhibition, % at 12.2 µM; in the data active = inhibition above about 9.5%
UHRF1 binding: human UHRF1 methylated DNA binding inhibitors; Q96T88; UHRF1 binding to methylated oligo, TR-FRET; actives 0.75% (n = 370,000); inhibition, % at 4.4 µM; AID 687016; in the data active = inhibition above about 21%;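 also: UHRF1 SRA domain binding a hemimethylated CpG hairpin DNA probe; 0% = median of test compound wells and 100% = reference inhibitor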
Target sequence (Q96T88 whole entry, looked up, the tested form may be a part): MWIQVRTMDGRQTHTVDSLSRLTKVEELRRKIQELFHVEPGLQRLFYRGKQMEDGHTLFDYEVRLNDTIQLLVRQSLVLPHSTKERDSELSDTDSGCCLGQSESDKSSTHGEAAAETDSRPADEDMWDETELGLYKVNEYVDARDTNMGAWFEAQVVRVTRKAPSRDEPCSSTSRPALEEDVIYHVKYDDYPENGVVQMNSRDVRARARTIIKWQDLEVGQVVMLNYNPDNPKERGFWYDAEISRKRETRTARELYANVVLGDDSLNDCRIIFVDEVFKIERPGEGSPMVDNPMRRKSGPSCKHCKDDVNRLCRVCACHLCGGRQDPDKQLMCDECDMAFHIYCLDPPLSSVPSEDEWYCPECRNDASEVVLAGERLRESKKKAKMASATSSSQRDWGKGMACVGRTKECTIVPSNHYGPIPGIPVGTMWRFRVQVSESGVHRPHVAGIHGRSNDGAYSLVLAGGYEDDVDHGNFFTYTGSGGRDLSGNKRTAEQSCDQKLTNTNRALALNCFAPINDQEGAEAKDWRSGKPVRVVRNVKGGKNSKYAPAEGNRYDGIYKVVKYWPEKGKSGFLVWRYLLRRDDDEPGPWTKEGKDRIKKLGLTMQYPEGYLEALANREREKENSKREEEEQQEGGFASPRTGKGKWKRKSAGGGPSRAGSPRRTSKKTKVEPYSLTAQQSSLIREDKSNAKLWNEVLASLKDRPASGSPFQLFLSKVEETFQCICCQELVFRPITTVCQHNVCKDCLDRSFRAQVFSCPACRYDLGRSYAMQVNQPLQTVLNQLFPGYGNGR
PLC-beta3 inh: inhibitors of human phospholipase C beta3; Q01970; Purified PLC-beta3, fluorogenic substrate, fluorescence; inhibition, % at 12.2 µM; actives 0.18% (n = 370,000); in the data active = inhibition above about 11%;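 also: 0% = median of compound wells on plate and 100% = full blocker control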
DDE Tn6 FP inh: inhibitors of Tn6 peptide binding to human fibrin DD(E); AID 720509; Fibrin DD(E) TRITC-Tn6 fluorescence polarization displacement; actives 0.21% (n = 370,000); inhibition, % at 8.3 µM; P02675;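 active = inhibition above a per-campaign cutoff: mean of compounds within control limits plus 3 SD, cut at about 15% in these data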;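 also: 0% = median of all compound wells on the plate and 100% = blocking peptide control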
Rev-erbA mod: modulators of human Rev-erb alpha DNA binding; AID 1259318; activity, % at 10 µM; P20393; actives 0.79% (n = 370,000); Rev-erbα–FITC-DNA binding, fluorescence polarization, 90 min;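 active = activity above about 14%, limit read from the data; passing the limit was not always enough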;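 also: 0% = DMSO wells with 35 nM protein and 100% = DMSO wells with 750 nM protein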
DDE Tn7 FP inh: DD(E)-Tn7 binding inhibition, primary FP screen | actives 0.13% (n = 370,000) | FP displacement of FITC-Tn7 peptide from fibrin DD(E); 0% = median of compound wells per plate | inhibition, % at 8.3 µM | P02675 | AID 720508;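 active = inhibition above the mean of compounds falling within the control limits plus 3 SD of them, cut at about 14% in these data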;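 also: 0% = plate median of compound wells and 100% = 10 µM Aha-Tn7 peptide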
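Assay system: human fibrin DD(E). Input: DD(E) 2 µM final. Medium: Tris buffer with calcium and detergent, pH 7.8. Compound dosing: single point at 8.3 µM. Timing: 10 min plus 3 h, room temperature. Technique: fluorescence polarization of the labelled Tn7 tracer. Read-out: percent inhibition. Replicates: singlicate testing.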
ASAP1 inh: ASAP1 ArfGAP inhibition; Q9ULH1; ASAP1-stimulated ARF1 GTP hydrolysis, GDP FP detection; inhibition, % at 16.5 µM; actives 0.19% (n = 360,000); AID 624377; in the data active = inhibition above about 25%;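 also: 0% = vehicle with enzyme and substrate and 100% = no enzyme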
ARFGAP1 inhibitor: rat ARFGAP1 inhibition. Arfgap1-stimulated ARF1 GTP hydrolysis, GDP FP detection. inhibition, % at 16.5 µM. actives 0.26% (n = 360,000);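 active = inhibition above a per-plate limit, mean inhibition of low control wells plus 3 SD, cut at about 25% in these data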;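 also: 0% = DMSO wells with enzyme and 100% = wells lacking Arfgap1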
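Assay system: Rat Arfgap1 GAP domain (His6, aa 1-136), purified enzyme | Buffer or medium: HEPES 25 mM pH 7.5, NaCl 150 mM, MgCl2, DTT | Schedule: GTP hydrolysis reaction 2 h at 25 °C | Signal: FP of antibody-bound GDP Alexa 633 tracer, ex 620/em 688 nm | Measure: Percent inhibition of Arfgap1-stimulated GTP hydrolysis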
The depositor's hits bear a star.

SMILES	proKLK7 act	sPLA2-III inh	PLC-gamma1 inh	UHRF1 binding	PLC-beta3 inh	DDE Tn6 FP inh	Rev-erbA mod	DDE Tn7 FP inh	ASAP1 inh	ARFGAP1 inhibitor
O=C(O)c1ccccc1SCc1cn2cc(Cl)ccc2n1	0.4	2.0	4.8	2.6	-1.8	4.1	-3.1	0.9	1.8	5.0
O=C(NNc1ccc(Cl)cc1)c1cccs1	-0.3	-0.9	2.3	-1.7	-4.4	-0.5	2.8	-12.8	2.3	-4.7
CC(OC(=O)CCCN=C1NS(=O)(=O)c2ccccc21)C(=O)c1ccccc1 (stereo unspecified)	0.4	-1.5	4.8	-2.5	-3.1	6.1	2.7	1.0	5.1	1.1
Nc1nnc(CC(=O)Nc2ccccc2)s1	0.4	-9.2	-0.3	-1.3	-2.4	-4.2	-4.4	-0.5	9.9	9.2
CC1(C(=O)NS(=O)(=O)c2ccc(F)cc2F)CCN1C(=O)CCc1ccccc1 (stereo unspecified)	0.3	8.6	2.8	6.9	-2.2	5.7	2.7	5.3	-10.4	-5.5
CCn1c(SCC(=O)NCC2CCCO2)nc2c(c1=O)SC(C)C2 (stereo unspecified)	-0.1	4.7	0.5	2.5	-1.0	6.4	-8.9	5.9	5.4	13.2
CCOC(=O)c1cccc(NC2c3ccccc3C(=O)N2Cc2ccco2)c1 (stereo unspecified)	0.0	-11.8	-5.0	1.3	-4.5	-0.1	3.8	4.7	-4.5	-5.7
O=C(COc1ccc(Cl)cc1Br)N1CCN(c2ccccc2)CC1	0.3	-0.8	4.3	3.9	3.7	-4.6	-5.5	0.5	-6.3	7.9
C=CCNC(=S)/N=c1/ccccn1CC	1.4	14.6	-4.2	-0.5	-11.0	-0.7	0.1	-7.5	11.7	-11.0
O=C(CCNS(=O)(=O)c1cccs1)N1CCN(c2cccc(C(F)(F)F)c2)CC1	0.3	-12.3	1.4	3.8	-4.0	-8.8	6.0	0.4	0.5	6.4
O=C(O)[C@H](CSCc1ccccc1)NS(=O)(=O)c1ccc(F)cc1	0.0	4.5	7.3	3.6	0.8	0.1	4.1	-6.7	4.2	6.3
O=C1CC(c2ccccc2)CC(O)=C1C=NC1CCCCCC1 (stereo unspecified)	0.7	-2.2	-2.8	-0.6	0.6	1.7	-1.7	8.0	1.0	2.9
O=C(CSc1ccsc1[N+](=O)[O-])NC1CCCC1	0.8	-3.8	1.0	-1.0	2.9	7.5	4.0	3.4	-1.3	-14.4
O=C(C[n+]1ccc(/C=N/O)cc1)NC1CCCCC1	-0.4	-4.9	0.4	2.5	-0.3	2.8	0.6	4.0	4.6	9.1
CCC1(C)Cc2c(sc3nc(SCC(=O)O)[nH]c(=O)c23)CO1 (stereo unspecified)	0.1	13.2	7.4	4.0	-5.3	-4.5	3.0	-6.0	-9.0	11.6
O=C(COc1ccccc1Cl)NC(=S)Nc1ccc(CN2CCOCC2)cc1	0.4	-1.2	0.0	-1.6	-0.6	4.5	1.1	5.4	-2.8	4.6
COc1ccc(S(=O)(=O)N2CCN(c3ccc4nnc(-c5ccccc5)n4n3)CC2)cc1	0.6	-0.8	-0.8	2.5	0.7	2.3	-2.3	0.1	-11.6	0.0
O=C(COc1ccccc1-c1ccccc1)N/N=C/c1cccnc1	0.1	-5.7	2.7	-0.3	2.9	2.3	9.6	-1.1	5.0	-4.6
CN(C)/C=N/c1cnc(C(=O)c2ccc(Cl)cc2)n1C	-0.1	2.3	-4.0	-2.1	-4.5	1.0	-2.4	3.9	5.8	-2.4
Cc1sc2nc(SCC(=O)Nc3ccc(Cl)c(C(=O)O)c3)[nH]c(=O)c2c1C	0.5	2.3	0.9	-1.2	-1.7	1.3	1.1	7.7	-6.4	-7.6

Results in DDE Tn6 FP inh and UHRF1 binding, for two of the compounds above:
| compound | DDE Tn6 FP inh | UHRF1 binding |
| --- | --- | --- |
| O=C(O)[C@H](CSCc1ccccc1)NS(=O)(=O)c1ccc(F)cc1 | 0.1 | 3.6 |
| O=C1CC(c2ccccc2)CC(O)=C1C=NC1CCCCCC1 (stereo unspecified) | 1.7 | -0.6 |

(continued)
SMILES	proKLK7 act	sPLA2-III inh	PLC-gamma1 inh	UHRF1 binding	PLC-beta3 inh	DDE Tn6 FP inh	Rev-erbA mod	DDE Tn7 FP inh	ASAP1 inh	ARFGAP1 inhibitor
O=C(COc1ccc(-c2ccccc2)cc1)N/N=C/c1cc(O)ccc1Br	-0.5	-46.6	-5.0	-3.1	-8.7	-2.3	-2.5	1.4	12.6	17.7
CCOc1ncccc1C(=O)Nc1cccc(-n2cnnn2)c1C	0.6	-1.9	-0.1	0.5	-2.9	-1.4	0.7	-6.1	1.8	-2.6
c1csc(Cc2nc3ccccc3[nH]2)c1	0.4	-1.8	-17.8	-2.0	-27.3	-2.4	-3.1	7.7	-12.3	-1.0
Cc1cc(C)cc(CC(Cc2nc3ccccc3[nH]2)c2nc3ccccc3[nH]2)c1 (stereo unspecified)	-0.5	-22.2	-1.1	0.2	2.3	-2.0	-4.9	5.3	0.9	21.6
COc1cccc(NC(=O)C2CCCN2C(=O)Nc2cccc(F)c2)c1 (stereo unspecified)	-1.2	3.4	-2.8	63.3*	-0.8	-2.0	-3.5	3.6	7.5	-6.0
CCOC(=O)/C(=C\c1ccc(OC)c(OC)c1)C(=O)c1cccnc1	0.3	-3.3	-3.4	2.1	-9.9	-2.6	-2.4	-6.8	3.5	-1.4
CC(=O)Nc1ccc(NC(=O)C(C)OC(=O)CC2CCCCC2)cc1 (stereo unspecified)	-0.1	0.9	1.4	0.8	-6.6	4.5	2.7	-4.2	-8.8	11.0
CCNc1nc(NCC)nc(N(C)/N=C/c2ccco2)n1	0.2	4.9	-0.6	0.1	0.2	-3.3	0.3	8.8	-8.8	-1.6
CCN(CC)c1c(-c2ccccc2)c2cc(C)ccc2[nH]c1=O	0.5	-7.3	-19.1	-2.1	-25.0	7.4	-4.1	1.6	-14.5	1.6
CN(CC(=O)Nc1ccc([N+](=O)[O-])cc1Br)Cc1c(F)cccc1Cl	0.1	-0.8	1.5	-0.7	0.5	-6.8	0.8	2.3	-0.1	0.8
O=S1(=O)N[C@@H](Cc2ccccc2)COc2cc(N3CCN(Cc4ccccc4F)CC3)ccc21	0.4	5.0	-0.1	1.9	-1.4	14.5	4.8	0.6	-2.2	-9.0
N=C1C(c2ccccc2)=C(O)CN1c1cccc(S(=O)(=O)NCc2ccco2)c1	-0.3	-1.2	0.1	0.2	-7.0	0.6	3.2	-3.0	-8.3	10.2
CCCC(=O)N1CCC1(C)C(=O)NS(=O)(=O)c1ccc(Cl)cc1 (stereo unspecified)	-0.3	-2.3	-2.6	-0.1	-0.9	11.9	-3.6	-1.5	1.8	2.4
CCOC(=O)[C@]12CCC=C1N(Cc1ccco1)C(=O)[C@H](CC(=O)NCCC(C)C)C2	0.2	-6.1	-0.4	-0.7	-2.4	3.4	-7.9	9.9	-9.6	2.9
Cc1cc(C(=O)Nc2sc3c(c2C#N)CCC(C)C3)no1 (stereo unspecified)	0.1	0.1	-1.9	-1.8	-0.6	-5.1	-3.1	-2.5	-0.4	-7.2
Cc1ccc(CN2CCCC(C(=O)N3CCCC3)C2)cc1 (stereo unspecified)	-0.1	9.3	1.8	1.7	-1.4	-4.1	-2.3	3.3	-3.7	1.7
Cn1c(=O)c2cnc(-c3ccc(C(F)(F)F)cc3)nc2n(C)c1=O	-0.2	-1.1	3.4	5.0	-3.4	-6.5	-5.7	0.3	11.0	8.7
Cc1c(C(=O)NCc2ccc(Cl)c(Cl)c2)sc(=O)n1Cc1cccc(F)c1	0.6	-5.8	1.0	2.7	-1.6	-5.5	4.2	-7.3	25.3*	1.8
CCc1cc2c(SCC(=O)NC3CCS(=O)(=O)C3)ncnc2s1 (stereo unspecified)	0.3	-1.6	6.2	-1.7	-7.9	4.1	-3.3	-2.1	-2.6	-1.3
Cc1ccc(CS(=O)(=O)CCC(=O)NCCC(C)C)cc1	0.5	1.1	1.3	0.2	2.5	0.1	-7.8	0.8	-11.4	1.4
CNC(=O)C1C2C=CC3(O2)C1C(=O)N(CCOC)C3C(=O)NCc1ccc(OC)cc1 (stereo unspecified)	0.3	-0.3	-3.5	-0.7	1.8	-6.2	-0.4	-3.1	-6.7	-2.1
CCC1(c2ccc(F)cc2)NC(=O)N(CC(=O)N2CCN(C(=O)c3cccs3)CC2)C1=O (stereo unspecified)	0.3	5.3	3.2	0.3	-2.9	-2.1	-1.3	-1.9	4.7	-6.8
CC1CCCC(CC(N)=O)CC1 (stereo unspecified)	-0.5	3.1	2.7	-3.6	2.3	0.1	-1.6	6.6	7.2	-0.9
Cc1cccc(N(C)S(=O)(=O)c2ccc(-c3cnc(C4CC4)o3)cc2)c1	0.4	-10.8	0.7	0.8	-0.5	-9.5	2.4	-10.1	0.8	5.2
O=C(O)c1c2c(nc3ccccc13)/C(=C/c1ccc(O)cc1)CCC2	6.9	-1.0	-185.0	-3.5	-249.9	-3.7	-6.5	1.7	-6.3	-10.7
Fc1ccc(OCCCCCn2ccnc2)cc1	0.6	-7.5	3.2	1.6	8.7	1.4	-5.4	1.2	-2.6	2.6
COc1ccc(OC)c(C(c2nnnn2C2CCCC2)N2CCN(c3ccccc3)CC2)c1 (stereo unspecified)	0.1	-4.9	-0.6	-1.1	1.3	9.2	-7.8	4.5	1.1	1.1
Cc1ccc(C(=O)N/N=C\c2cccc(OC(=O)c3cccc(F)c3)c2)cn1	0.5	-1.3	1.9	-0.5	-1.8	-5.5	6.6	2.7	-7.9	6.4
COCc1cc(N2CCOCC2)nc(-c2ccccc2)n1	-0.3	3.1	-0.3	-2.3	1.5	-1.1	4.7	1.5	-6.7	-6.8
CC(C)c1ccc(N(C(=O)c2ccco2)C(C(=O)NC2CCCC2)c2cccnc2)cc1 (stereo unspecified)	0.0	-6.2	-0.3	-2.1	-4.2	4.6	3.2	-0.6	-5.1	-13.3
c1ccc(Cn2cc(-c3ccccc3)cn2)cc1	0.6	4.1	0.6	4.4	-0.5	-2.2	-0.6	5.4	-2.5	3.2
Cc1ccc2nc(CSc3nnc(Nc4ccccc4C)s3)cc(=O)n2c1	-0.6	0.7	-20.4	-0.4	-42.7	-4.1	-0.4	1.0	-4.8	-1.8
COc1ccc(CC(=O)NCc2nnc(SCc3ccc(C)cc3)n2C)cc1	-0.2	-4.2	1.3	-2.4	1.7	-7.3	-4.3	2.5	0.2	3.2
O=C(CN1CCN(c2ccccc2)CC1)Nc1nnc(-c2ccccc2)s1	0.2	-2.6	0.3	0.7	-1.6	3.7	-1.5	-3.9	0.7	7.2

Records listed so far printed as active in ASAP1 inh:
SMILES	proKLK7 act	sPLA2-III inh	PLC-gamma1 inh	UHRF1 binding	PLC-beta3 inh	DDE Tn6 FP inh	Rev-erbA mod	DDE Tn7 FP inh	ASAP1 inh	ARFGAP1 inhibitor
Cc1c(C(=O)NCc2ccc(Cl)c(Cl)c2)sc(=O)n1Cc1cccc(F)c1	0.6	-5.8	1.0	2.7	-1.6	-5.5	4.2	-7.3	25.3*	1.8

Compound activity as filed in PubChem BioAssay.
